FLuc modulator: qHTS profiling assay for firefly luciferase inhibitor/activator using purifed enzyme and Km concentrations of substrates (counterscreen for miR-21 project) | purified FLuc, Km substrates, luminescence inhibition | Potency, µM (top dose mostly 57.5 µM), inactives show at the top dose activity change, negative = inhibition, hits mostly inhibitors | hit rate 6.9% among 360,000 | AID 588342, 2011;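 further: potency means the concentration at half of the fitted maximal effect; plate controls were vehicle for no effect and reference inhibitor for full effect; nearly all actives have a fitted effect of over 55% in size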
Target sequence (P08659 whole entry, looked up): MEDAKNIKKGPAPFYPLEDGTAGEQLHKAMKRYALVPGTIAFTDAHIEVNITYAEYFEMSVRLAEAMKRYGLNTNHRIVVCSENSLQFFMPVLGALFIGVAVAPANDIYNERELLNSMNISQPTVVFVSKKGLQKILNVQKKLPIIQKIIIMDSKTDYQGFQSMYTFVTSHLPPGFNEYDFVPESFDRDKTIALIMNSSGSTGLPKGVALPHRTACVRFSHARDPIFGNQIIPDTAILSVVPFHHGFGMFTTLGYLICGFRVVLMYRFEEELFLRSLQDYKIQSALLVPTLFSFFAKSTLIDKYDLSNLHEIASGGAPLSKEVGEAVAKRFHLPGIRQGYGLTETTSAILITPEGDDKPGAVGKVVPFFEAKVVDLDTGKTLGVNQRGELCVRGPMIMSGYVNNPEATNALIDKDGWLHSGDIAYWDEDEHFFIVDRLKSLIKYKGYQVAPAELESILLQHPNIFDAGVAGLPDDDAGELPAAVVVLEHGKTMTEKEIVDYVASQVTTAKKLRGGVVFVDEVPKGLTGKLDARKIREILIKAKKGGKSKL
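Purified P. pyralis luciferase (10nM final) with 10uM D-luciferin and 10uM ATP (Km levels) in 50mM Tris acetate pH 7.5, 10mM Mg acetate, 0.01% Tween-20, 0.05% BSA; qHTS 6-point titration, ~60 µM downward; luminescence read.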
p53 reactivation: qHTS assay for re-activators of p53 using a Luc reporter | H1299 p53-A138V BP100-luciferase reporter, luminescence, 24 h | Potency, µM (top dose mostly 92.2 µM), for the others: at the top dose activity change, positive = activation, actives largely listed as activators | hit rate 0.063% among 320,000 | AID 504706, 2011; further: potency means the concentration at half of the fitted maximal effect; % of control where 0% means no effect; nearly all actives have a fitted effect of over 45% in size
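H1299 (p53-null), stable ts p53-A138V + BP100-Luc; 1000 cells/well, Opti-MEM/10% FBS; cpd 4 pt, 1:5; 24 h, 37 deg C, 5% CO2; detection reagent 10 min RT; luminescence.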
NPC1 promoter act: qHTS Assay for NPC1 Promoter Activators | AID 485313, 2010 | Huh7 NPC1 promoter luciferase reporter, 24 h | Potency, µM (doses to about 9.22 µM), inactives show top-dose activation, hits mostly activators | hit rate 2.4% among 320,000;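 further: potency means the concentration at half of the fitted maximal effect; % of control where 0% means no effect; nearly all actives have a fitted effect of over 60% in size; reporter is driven by a mutant NPC1 promoter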
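Readout is luciferase luminescence, reflecting NPC1 promoter activation in stably transfected Huh7 cells after 24 h compound exposure at 37 °C in reduced-serum medium with 10% FBS.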
Rab9 prom act: qHTS Assay for Rab9 Promoter Activators; AID 485297, 2010; hit rate 2.8% among 320,000; Potency, µM (doses to about 9.22 µM), for inactives: top-dose activation, negative = inhibition, usual class: activators; Huh7 Rab9 promoter-luciferase reporter, luminescence, 24 h; further: potency means the concentration at half of the fitted maximal effect; % of control where 0% means no effect; nearly all actives have a fitted effect of over 60% in size
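Quantitative HTS format; Huh7 Rab9-luciferase reporter cells (1500/well) receive compound 2 h post-plating, incubate 24 h at 37 °C, then get luciferase reagent for 10 min before luminescence reading.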
ELG1 genotox: qHTS screen for small molecules that induce genotoxicity in human embryonic kidney (HEK293T) cells expressing luciferase-tagged ELG1; AID 504466, 2011; Potency, µM (highest dose often 46 µM), for the others: top-dose activity change, positive = activation, usual class: activators; hit rate 1.3% among 330,000; HEK293T ELG1-luciferase reporter, luminescence, 16 h; further: potency means the concentration at half of the fitted maximal effect; % of control where 0% means no effect; nearly all actives have a fitted effect of over 60% in size
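16 hr compound incubation (37 °C, 5% CO2) of HEK293T cells carrying luciferase-tagged ELG1; luciferase then measured by ONE-Glo luminescence after 30 min at RT.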
TRPV1 ag: HTS Assay for Compounds that Act as Agonists of the Vanilloid Receptor 1. TRPV1-expressing cells, Fluo-8 calcium influx, agonist mode. activation, % at 8.33 µM. hit rate 0.19% among 320,000. AID 540275, 2011; in the data active means activation above about 80%; inconclusive means between about 30% and that limit; further: 0% is about no effect
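Fluo-8 calcium influx in TRPV1-expressing cells, kinetic read (ex 480/em 520 nm). Compound added and read 3 min for agonist activity, followed by capsaicin at EC20 final and 2 min further read for enhancement.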
Tb PFK inh: qHTS Assay to Find Inhibitors of T. brucei phosphofructokinase | AID 485367, 2010 | hit rate 0.17% among 330,000 | ATP-dependent 6-phosphofructokinase (Trypanosoma brucei brucei), O15648 | Potency, µM (series often up to 57.5 µM), for inactives: at the highest dose activity, negative = inhibition, usual class: inhibitors | T. brucei PFK, ADP-Glo luminescence;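 further: potency means the concentration at half of the fitted maximal effect; 0% = uninhibited 1x PFK enzyme wells and -100% = no-enzyme wells; nearly all actives have a fitted effect of over 60% in size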
Target sequence (O15648 whole entry, looked up): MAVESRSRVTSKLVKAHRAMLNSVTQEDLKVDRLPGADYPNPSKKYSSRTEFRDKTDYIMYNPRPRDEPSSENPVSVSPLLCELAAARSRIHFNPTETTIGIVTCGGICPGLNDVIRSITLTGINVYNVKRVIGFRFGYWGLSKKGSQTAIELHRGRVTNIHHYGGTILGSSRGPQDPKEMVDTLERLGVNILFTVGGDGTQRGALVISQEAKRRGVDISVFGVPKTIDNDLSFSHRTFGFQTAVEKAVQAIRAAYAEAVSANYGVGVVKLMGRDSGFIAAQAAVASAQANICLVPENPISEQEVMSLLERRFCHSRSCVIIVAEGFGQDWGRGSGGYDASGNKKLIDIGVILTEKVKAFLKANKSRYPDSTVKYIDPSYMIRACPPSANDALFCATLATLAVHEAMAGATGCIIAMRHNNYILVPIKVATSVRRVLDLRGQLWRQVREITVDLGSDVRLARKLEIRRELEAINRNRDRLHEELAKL
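Luminescent ADP detection (ADP-Glo, two-step: ATP depletion then ADP-to-ATP conversion for luciferase) reported PFK activity after 45 min room-temperature reaction of 1.25 nM enzyme with 0.5 mM F6P and 0.1 mM ATP at pH 8.0.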
BRCA1 expr act: qHTS Assay to Identify Small Molecule Activators of BRCA1 Expression; AID 624202, 2012; hit rate 1.1% among 380,000; MCF7-BRCA1-FFLuc reporter, luminescence, 48 h; response scale: scaled: vehicle 0%, 10 µM genistein 100%; Potency, µM (series often up to 46.1 µM), without a hit: at the highest dose activation, hits mostly activators; further: potency means the concentration at half of the fitted maximal effect; nearly all actives have a fitted effect of over 80% in size; some results filed as inactive show a strong effect at the top dose
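Compounds are tested at multiple concentrations on MCF7 BRCA1-luciferase reporter cells seeded at 2000 per well; after 48 h, a single luminescence end-point is taken and curves fitted to the normalized data.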
RORgamma inh: qHTS for inhibitors of ROR gamma transcriptional activity; Nuclear receptor ROR-gamma (Mus musculus), P51450; Drosophila S2 Gal4-RORgamma UAS-luciferase reporter, 20 h; Potency, µM (top dose mostly 53.6 µM), inactives show at the highest dose activity change, negative = inhibition, actives largely listed as inhibitors; hit rate 5.4% among 310,000; AID 2551, 2010; further: potency means the concentration at half of the fitted maximal effect; on the % scale 0 is the no-effect control and ±100 the full control effect; nearly all actives have a fitted effect of over 60% in size
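In this cell-based reporter format, copper sulfate (700 uM final) drives Gal4–ROR gamma fusion expression from a metallothionein promoter in Drosophila Schneider cells; compounds preincubated 1 hr, reporter read after 20 hr at ambient temperature.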
ELG1 DNA repair: qHTS screen for small molecules that inhibit ELG1-dependent DNA repair in human embryonic kidney (HEK293T) cells expressing luciferase-tagged ELG1; HEK293T ELG1-luciferase reporter, luminescence, 16 h; DNA damage induced by 5-fluorouridine; Potency, µM (highest dose often 46.1 µM), inactives show at the top dose activity change, negative = inhibition, actives largely listed as inhibitors; hit rate 2.3% among 330,000; further: potency means the concentration at half of the fitted maximal effect; on the % scale 0 is the no-effect control and ±100 the full control effect; nearly all actives have a fitted effect of over 55% in size
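Reporter activity after DNA damage by 5-fluorouridine is monitored. Compound-treated cells incubate 16 hr at 37 °C, then ONE-Glo is added for 30 min before luminescence reading.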
Gal4-VP16 FLuc: VP16 counterscreen qHTS for inhibitors of ROR gamma transcriptional activity | Drosophila S2 Gal4-VP16 UAS-luciferase, luminescence, 20 h | Potency, µM (top dose mostly 53.6 µM), inactives show top-dose activity, negative = inhibition, hits mostly inhibitors | hit rate 3.5% among 310,000 | AID 2546, 2010;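 further: Gal4-VP16 expression switched on by copper sulfate through the metallothionein promoter; potency means the concentration at half of the fitted maximal effect; on the % scale 0 is the no-effect control and ±100 the full control effect; nearly all actives have a fitted effect of over 50% in size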
* = called active by the depositor; [ ] = another dose, or the depositor's remark. Unless noted, the call rests on the fitted dose curve; in most records, active means well fitted curve in the direction sought with a large enough effect; inconclusive means small, poorly fitted or top-dose-only effect, or another doubt; inactive means no such curve, though single readings can be large; an effect the other way counts as inactive or inconclusive.

For CCOc1ccc(CNC2CCCc3ccccc32)cc1 (configuration not stated) the results were FLuc modulator 0%, p53 reactivation -4%, NPC1 promoter act -1%, Rab9 prom act -1%, ELG1 genotox -13%, TRPV1 ag 0, Tb PFK inh -5%, BRCA1 expr act 2%, RORgamma inh 2%, ELG1 DNA repair -22% and Gal4-VP16 FLuc -3%.
`CC(C)Oc1ccc(S(=O)(=O)N(C(C)C)C(C)C)cn1` gave FLuc modulator 0%, p53 reactivation -2%, NPC1 promoter act -1%, Rab9 prom act -2%, ELG1 genotox -1%, TRPV1 ag 10, Tb PFK inh 2%, BRCA1 expr act -15%, RORgamma inh 10%, ELG1 DNA repair -5% and Gal4-VP16 FLuc 0%.
`CC1CCN(CCc2nc3cc(NC(=O)NC4CCCCC4)ccc3n2C)CC1` gave FLuc modulator -9%, p53 reactivation 8%, NPC1 promoter act 11%, Rab9 prom act -1%, ELG1 genotox 3%, TRPV1 ag -2, Tb PFK inh -4%, BRCA1 expr act 33%, RORgamma inh 15%, ELG1 DNA repair -4% and Gal4-VP16 FLuc 1%.
CCOC(=O)C1=C(O)/C(=C/N(C)C)N=C1C was read as FLuc modulator 1%, p53 reactivation -3%, NPC1 promoter act 0%, Rab9 prom act -1%, ELG1 genotox 4%, TRPV1 ag 3, Tb PFK inh -4%, BRCA1 expr act -9%, RORgamma inh -17%, ELG1 DNA repair 0% and Gal4-VP16 FLuc 1%.
Screening COC(=O)c1ccc(-n2cnc(Cl)n2)c(F)c1 returned FLuc modulator 1%, p53 reactivation 0%, NPC1 promoter act -2%, Rab9 prom act 4%, ELG1 genotox 3%, Tb PFK inh 3%, BRCA1 expr act 1%, RORgamma inh -4%, ELG1 DNA repair 12% and Gal4-VP16 FLuc 9%.
For COC(=O)c1ccccc1NC(=O)CN1CCN(C23CC4CC(CC(C4)C2)C3)CC1 the results were FLuc modulator 0%, p53 reactivation 1%, NPC1 promoter act -2%, Rab9 prom act 0%, ELG1 genotox -9%, TRPV1 ag 1, Tb PFK inh 0%, BRCA1 expr act -1%, RORgamma inh -14%, ELG1 DNA repair inconclusive and Gal4-VP16 FLuc 0%.
For Cc1cc2c(cc1[N+](=O)[O-])NC(CNC(C)C)CC2 (configuration not stated) the results were FLuc modulator 1%, p53 reactivation -4%, NPC1 promoter act -1%, Rab9 prom act -12%, ELG1 genotox 2%, TRPV1 ag 4, Tb PFK inh 12µM*, BRCA1 expr act -16%, RORgamma inh 1%, ELG1 DNA repair 10% and Gal4-VP16 FLuc 1%.
For COc1ccc(NC(=O)Nc2ccc(OC)c(OC)c2)c([N+](=O)[O-])c1 the results were FLuc modulator 1%, p53 reactivation 7%, NPC1 promoter act -3%, Rab9 prom act 1%, ELG1 genotox 9%, TRPV1 ag 4, Tb PFK inh -2%, BRCA1 expr act -17%, RORgamma inh -6%, ELG1 DNA repair inconclusive and Gal4-VP16 FLuc -17%.
Screening CC(Sc1nnc(-c2cccnc2)o1)C(=O)NC1CCCCC1 (configuration not stated) returned FLuc modulator 4%, p53 reactivation 3%, NPC1 promoter act 2%, Rab9 prom act 0%, ELG1 genotox -1%, TRPV1 ag 2, Tb PFK inh -3%, BRCA1 expr act -9% and ELG1 DNA repair -1%.
For CCOc1nc(NC2CCCC2)nc(N2CCC(C)CC2)n1 the results were FLuc modulator 3%, NPC1 promoter act -4%, Rab9 prom act 0%, ELG1 genotox -9%, TRPV1 ag inconclusive, Tb PFK inh -1%, BRCA1 expr act -28%, RORgamma inh 30%[1.91 µM], ELG1 DNA repair -8% and Gal4-VP16 FLuc inconclusive.
For O=C(O)C(=O)/C(=C\c1ccc(Cl)cc1)c1ccc2ccccc2n1 the results were FLuc modulator inconclusive, p53 reactivation 3%, NPC1 promoter act 6%, Rab9 prom act 23%, ELG1 genotox inconclusive, TRPV1 ag 1, Tb PFK inh -2%, BRCA1 expr act -28%, RORgamma inh 36%, ELG1 DNA repair inconclusive and Gal4-VP16 FLuc 10%.
`Cc1ccc(OCC(=O)Nc2ccc(C)c(F)c2)c([N+](=O)[O-])n1` gave FLuc modulator 9.5µM*, p53 reactivation inconclusive, NPC1 promoter act 2.2µM*, Rab9 prom act 2µM*, ELG1 genotox inconclusive, TRPV1 ag 8, Tb PFK inh -1%, BRCA1 expr act 6.3µM* and ELG1 DNA repair inconclusive.
For COc1ccc(CCNC(=O)C2CCN(Cc3nc(-c4ccccc4C)oc3C)CC2)cc1OC the results were FLuc modulator 0%, p53 reactivation 0%, NPC1 promoter act 0%, Rab9 prom act -13%, ELG1 genotox -1%, TRPV1 ag 0, Tb PFK inh -3%, BRCA1 expr act -50%, RORgamma inh 4%, ELG1 DNA repair inconclusive and Gal4-VP16 FLuc inconclusive.
Screening Cc1nc(-c2cccc(NC(=O)c3cc4cc(Br)ccc4oc3=O)c2)cs1 returned FLuc modulator -7%, p53 reactivation -1%, NPC1 promoter act -3%, Rab9 prom act 1%, ELG1 genotox 1%, TRPV1 ag -7, Tb PFK inh 1%, BRCA1 expr act 30%, RORgamma inh 19%, ELG1 DNA repair 28% and Gal4-VP16 FLuc -2%.
For COC(=O)c1cn[nH]c1N the results were FLuc modulator -1%, p53 reactivation -1%, NPC1 promoter act 1%, Rab9 prom act -2%, ELG1 genotox -1%, TRPV1 ag 2, Tb PFK inh -2%, BRCA1 expr act -7%, RORgamma inh 1%, ELG1 DNA repair 11% and Gal4-VP16 FLuc 2%.
Screening CCN(CC)S(=O)(=O)c1ccc(C)c(NC(=S)Nc2cccc(S(=O)(=O)N3CCCCCC3)c2)c1 returned FLuc modulator 8%, p53 reactivation 12%, NPC1 promoter act -8%, Rab9 prom act -1%, ELG1 genotox -2%, TRPV1 ag 0, Tb PFK inh 1%, BRCA1 expr act -68%, RORgamma inh 42%, ELG1 DNA repair -25% and Gal4-VP16 FLuc inconclusive.
For Cc1cnc(C(=O)Nc2ccc(N3CCN(C(=O)OC(C)(C)C)CC3)cc2)cn1 the results were FLuc modulator 1%, p53 reactivation -1%, NPC1 promoter act -23%, Rab9 prom act -20%, ELG1 genotox -11%, TRPV1 ag 6, Tb PFK inh -5%, BRCA1 expr act -38%, RORgamma inh 24%, ELG1 DNA repair inconclusive and Gal4-VP16 FLuc 6%.
Screening COc1ccc(/C=C2\SC(=S)NC2=O)cc1OS(=O)(=O)c1ccc(NC(C)=O)cc1 returned FLuc modulator 27µM*, p53 reactivation 2%, NPC1 promoter act -1%, Rab9 prom act -2%, ELG1 genotox -7%, TRPV1 ag 1, Tb PFK inh -6%, BRCA1 expr act -42%, RORgamma inh -20%, ELG1 DNA repair -19% and Gal4-VP16 FLuc -3%.
For Cc1ccc(C(C)C)cc1OCCN1CCCC1 the results were FLuc modulator 6%, p53 reactivation -4%, NPC1 promoter act -3%, Rab9 prom act -3%, ELG1 genotox 0%, TRPV1 ag 3, Tb PFK inh 4%, BRCA1 expr act -10%, RORgamma inh -13%, ELG1 DNA repair -6% and Gal4-VP16 FLuc -3%.
Screening CN(C)S(=O)(=O)c1cccc(NC(=O)COC(=O)CCSc2ccc(Cl)cc2)c1 returned FLuc modulator 21µM*, p53 reactivation 7%, NPC1 promoter act -2%, Rab9 prom act 2%, ELG1 genotox 1%, TRPV1 ag 3, Tb PFK inh 6%, BRCA1 expr act 1%, RORgamma inh -1%, ELG1 DNA repair 24% and Gal4-VP16 FLuc -1%.

Random excerpt: 2 records from the list.
For COC(=O)c1ccccc1NC(=O)CN1CCN(C23CC4CC(CC(C4)C2)C3)CC1 the results were FLuc modulator 0%, p53 reactivation 1%, NPC1 promoter act -2%, Rab9 prom act 0%, ELG1 genotox -9%, TRPV1 ag 1, Tb PFK inh 0%, BRCA1 expr act -1%, RORgamma inh -14%, ELG1 DNA repair inconclusive and Gal4-VP16 FLuc 0%.
CCOC(=O)C1=C(O)/C(=C/N(C)C)N=C1C was read as FLuc modulator 1%, p53 reactivation -3%, NPC1 promoter act 0%, Rab9 prom act -1%, ELG1 genotox 4%, TRPV1 ag 3, Tb PFK inh -4%, BRCA1 expr act -9%, RORgamma inh -17%, ELG1 DNA repair 0% and Gal4-VP16 FLuc 1%.

Source: PubChem BioAssay (National Center for Advancing Translational Sciences (NCATS))

Hits appear at their usual frequency; 15% or so of the library scored in one or more.
